V1R ag counter: V1a receptor agonism, counter-screen for OXTR agonists; P37288; CHO-V1R cells, Fluo-8 calcium fluorescence, agonist mode; 0% DMSO, 100% 3 nM vasopressin; activation, % at 3 µM; 320,000 compounds, 0.25% hits; AID 2797;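 active = activation above the mean activation of all tested compounds plus 3 SD, per screening run, cut at about 20% in these data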;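 also: signal is peak over basal fluorescence ratio across a 100 second FLIPR read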
CHO-K1 Ca antag: counter-screen for M1 antagonists: effect in parental CHO-K1 cells. ATP-induced calcium, Fluo-8 fluorescence. 360,000 compounds, 0.6% hits. inhibition, % at 3 µM;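 active = inhibition above a per-plate cutoff, the plate's mean sample inhibition plus 3 SD, cut at about 24% in these data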;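 also: 0% = DMSO plus EC80 ATP and 100% = DMSO alone without ATP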
OXTR potentiate: human OXTR potentiation; CHO-OTR cells, Fluo-8 calcium fluorescence, potentiator mode; 0% = oxytocin EC15, 100% = EC100; P30559; activation, % at 3 µM; 320,000 compounds, 0.061% hits;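 active = activation above that plate's cutoff, the mean activation of tested compounds plus 3 SD, cut at about 6.6% in these data, passing the limit was not always enough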;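 also: 100% uses oxytocin at 75 nM as the full agonist control; some results filed as inactive read as strong as hits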
Target sequence (P30559 whole entry, looked up): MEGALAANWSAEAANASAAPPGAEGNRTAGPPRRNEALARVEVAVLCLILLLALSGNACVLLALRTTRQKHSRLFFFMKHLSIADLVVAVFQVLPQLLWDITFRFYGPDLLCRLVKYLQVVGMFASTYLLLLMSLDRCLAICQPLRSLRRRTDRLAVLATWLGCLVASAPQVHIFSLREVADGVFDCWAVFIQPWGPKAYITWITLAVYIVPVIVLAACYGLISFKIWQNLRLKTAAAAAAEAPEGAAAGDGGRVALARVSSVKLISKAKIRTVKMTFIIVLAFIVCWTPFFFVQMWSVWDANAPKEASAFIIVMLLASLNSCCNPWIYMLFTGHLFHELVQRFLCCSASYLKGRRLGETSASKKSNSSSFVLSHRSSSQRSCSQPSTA
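Measured by – Fluo-8 calcium dye fluorescence · Test system – human OTR in CHO cells · Dosing – one concentration, 3.0 µM compound · Controls – EC15 oxytocin alone as 0%, 75 nM oxytocin as 100% · Evaluation – normalized max/min fluorescence ratio, % activation · Timing – 6 min pre-incubation, 100 s read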
CHO-K1 Ca ag: counter-screen for M1 agonists: effect in parental CHO-K1 cells; Fluo-8 calcium fluorescence; scaled to maximal ATP response, vehicle zero; activation, % at 3 µM; 360,000 compounds, 0.48% hits; in the data active = activation above about 15%;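 also: untransfected CHO-K1 host cells lacking M1 receptor as counterscreen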
OXTR ag: agonists of human oxytocin receptor; CHO-OTR cells, Fluo-8 calcium fluorescence; normalized: DMSO 0%, oxytocin 100%; activation, % at 3 µM; 320,000 compounds, 0.32% hits; AID 2435;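 active = activation above the mean of all tested compounds plus 3 SD, cutoff set per screening run, cut at about 20% in these data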;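 also: peak over basal fluorescence ratio from a 100 s FLIPR kinetic read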
GPR7 antag: blocks human GPR7 receptor signaling; GPR7-expressing cells, fluorescence antagonist assay; inhibition, % at 4.4 µM; AID 1861; 290,000 compounds, 1.1% hits; in the data active = inhibition above about 16%, passing the limit was not always enough;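 also: cells stimulated with the agonist NPW; 0% = agonist with vehicle and 100% = vehicle without agonist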
Target sequence (P48145 whole entry, looked up): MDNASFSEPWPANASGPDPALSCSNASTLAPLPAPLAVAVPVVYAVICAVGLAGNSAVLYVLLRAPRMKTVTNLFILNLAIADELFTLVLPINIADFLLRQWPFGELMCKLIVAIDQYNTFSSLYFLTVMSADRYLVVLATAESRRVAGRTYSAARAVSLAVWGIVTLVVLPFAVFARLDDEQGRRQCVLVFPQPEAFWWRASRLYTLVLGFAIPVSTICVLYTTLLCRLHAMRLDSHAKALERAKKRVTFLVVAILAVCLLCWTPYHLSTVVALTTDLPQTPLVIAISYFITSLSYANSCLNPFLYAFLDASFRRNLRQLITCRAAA
M1 PAM parental: counter-screen for M1 PAMs: effect in parental CHO-K1 cells. ATP EC20, Fluo-8 calcium fluorescence; 0% at ATP EC20, 100% at ATP max. activation, % at 3 µM. 360,000 compounds, 0.02% hits. AID 602247;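 active = activation above the run cutoff, the mean activation of all test compounds plus 3 SD, cut at about 40% in these data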;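 also: peak over basal fluorescence ratio in a 140 s read after ATP addition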
CHO parental Ca: signal in parental CHO cells, OX1R antagonist counter-screen; parental CHO-K1, ATP-induced calcium, Fluo-8 fluorescence; inhibition, % at 5.6 µM; 330,000 compounds, 0.63% hits;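 active = inhibition above that plate's mean sample inhibition plus 3 SD, cut at about 26% in these data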;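 also: 0% = ATP-challenged DMSO wells and 100% = DMSO wells without ATP; some compounds past the cut are filed as inactive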
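Measured by: calcium-sensitive Fluo-8 fluorescence / Test system: CHO parental line / Controls: ATP-challenged DMSO wells low, unchallenged DMSO wells high / Measure: % inhibition / Compound: single nominal dose of 5.6 µM per compound / Replicates: single well per compound, no replicates / Reagent: ATP as calcium-mobilizing challenge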
TAAR1 antag: human TAAR1 antagonism; CHO RD-HGA16 TAAR1, Fluo-8 calcium fluorescence, antagonist; 360,000 compounds, 1.5% hits; AID 624466; Q96RJ0; inhibition, % at 3 µM;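 active = inhibition above a per-plate cutoff, the mean inhibition of test compounds on that plate plus 3 SD, cut at about 49% in these data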;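 also: 0% = DMSO plus EC80 beta-PEA response and 100% = DMSO alone without agonist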
Target sequence (Q96RJ0 whole entry, looked up): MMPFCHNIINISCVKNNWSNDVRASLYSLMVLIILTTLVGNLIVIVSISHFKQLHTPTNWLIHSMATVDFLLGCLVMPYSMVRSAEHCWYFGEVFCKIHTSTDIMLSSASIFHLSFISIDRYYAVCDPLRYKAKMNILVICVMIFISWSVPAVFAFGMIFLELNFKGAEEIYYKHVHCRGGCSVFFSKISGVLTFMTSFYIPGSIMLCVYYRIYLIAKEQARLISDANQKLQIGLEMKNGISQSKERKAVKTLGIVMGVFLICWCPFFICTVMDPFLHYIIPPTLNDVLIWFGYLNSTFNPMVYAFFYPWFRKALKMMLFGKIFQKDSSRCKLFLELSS
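Test system: hTAAR1-expressing CHO RD-HGA16 cells, Gα16-coupled; Probe or stimulus: EC80 β-phenethylamine stimulus; Compound dosing: single nominal final test compound concentration of 3 µM; Timing: 140 s kinetic read after compound, 140 s after agonist; Signal: Fluo-8 calcium-sensitive fluorescence; Measure: % inhibition of agonist calcium response; Controls: DMSO and EC80 PEA controls.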
* marks the source's active call; other numbers are inactive results; · = no result given.

SMILES	V1R ag counter	CHO-K1 Ca antag	OXTR potentiate	CHO-K1 Ca ag	OXTR ag	GPR7 antag	M1 PAM parental	CHO parental Ca	TAAR1 antag
O=C(O)C1CC=CCC1C(=O)Nc1ccccc1C(=O)N1CCN(c2ccccc2)CC1 (stereo unspecified)	0.1	0	-7	0.3	1.5	-1	17	1	2
Cc1[nH]c2ccc(F)cc2c1CCN1C(=O)OC(C)(C)C1(C)O (stereo unspecified)	1.5	-9	-1	2.2	2.2	-11	22	-1	-8
O=C(c1ccc(NS(=O)(=O)c2cccs2)cc1)N1CCN(c2ccccc2Cl)CC1	0.5	-12	-13	2.0	0.2	-2	20	-12	-4
COc1ccc(C2=NN(C(=O)CSc3nc4ccccc4s3)C(c3ccc(OC)cc3)C2)cc1 (stereo unspecified)	0.2	-7	-11	0.8	-0.4	0	22	-14	2
Cc1ccc(OCc2nnn(CC(=O)NS(=O)(=O)c3c(C)noc3C)c2-c2ccccc2)cc1	·	-4	·	1.0	·	·	10	·	0
Cc1nn(CC(=O)Nc2cccc(C(F)(F)F)c2)c(=O)c2cccn12	1.5	-11	-7	1.5	1.1	-9	10	-4	-1
FC(F)(F)c1cccc(/C=N/NC(=S)NC2CCCCC2)c1	-0.4	-7	-12	19*	-1.4	-2	10	-17	-20
COc1ccc(CC(=O)NCC2(c3ccc(OC)c(OC)c3)CCCC2)cc1	-0.9	-15	-6	0.4	-2.0	-9	14	0	4
O=C(NCc1ccc(Cl)cc1)C1CCCN1C(=O)Nc1ccc(F)cc1 (stereo unspecified)	-0.7	13	-1	0.0	-1.4	0	-19	-16	-8
C=CCNC(=O)C1CCC(CNc2nc(=S)[nH]c3ccccc23)CC1 (stereo unspecified)	3.5	-16	-2	2.5	0.2	8	1	-13	-15
CC(C)CC(=O)Nc1ccc2nn(-c3ccccc3)nc2c1	2.5	6	-4	0.6	-0.1	-5	5	-14	-10
O=C(Nc1ccccc1C(=O)NCCc1ccccc1)c1cnccn1	-1.4	-15	-10	0.8	-2.1	-1	8	-4	10
Fc1ccc(Nc2nc(Oc3ccc4c(c3)OCO4)nc(N3CCOCC3)n2)c(F)c1	0.3	-2	-15	0.3	-0.8	-7	18	-10	-3
N#Cc1nc(-c2ccco2)oc1N1CCN(C(c2ccccc2)c2ccccc2)CC1	-0.1	-16	4	0.1	1.6	-1	15	-5	7
CCOC(=O)CSc1nnc(CNC(=O)c2ccc(S(=O)(=O)N3CCCCC3)cc2)n1C	0.1	-17	-7	0.2	-1.1	-3	23	-3	4
O=C(Nc1ccc2c(c1)OCCO2)c1c(F)cccc1F	0.9	-6	2	-0.2	-0.4	-13	4	-9	·
COCCCn1c2nc3ccccc3nc2c2c(=O)n(Cc3cccs3)cnc21	-0.6	·	-7	·	0.1	-18	·	-8	·
CCCOc1ccc(N2C(=O)C3ON(c4ccccc4)C(CCC)C3C2=O)cc1 (stereo unspecified)	0.5	19	-23	0.0	-2.5	-7	-3	-36	-29
Cc1ccc(C(=O)Nc2ccccc2Oc2ccccc2)cc1[N+](=O)[O-]	1.1	-4	-12	0.2	-1.0	-18	13	-32	37
O=C(CSc1nccn1Cc1ccco1)Nc1ccccc1F	0.8	19	1	1.1	-1.1	1	-21	-14	0
CCCCNC(=O)Cn1nc(C)c(S(=O)(=O)N2CCOCC2)c1C	-0.1	-13	0	0.5	0.2	·	14	-5	-6
O=C(COc1ccc2c(c1)OCO2)NCc1cccs1	0.5	2	-1	-0.1	0.8	·	3	-10	0
CCc1ccccc1NC(=O)c1ccc2snnc2c1	1.0	-4	-9	0.6	-0.8	5	1	-2	-19
O=C(C1CCN(S(=O)(=O)c2cccnc2)CC1)N1CCN(C2CCCC2)CC1	0.6	3	-11	0.6	-0.5	18	8	1	·

Sorted by length of the SMILES (lowest first): three of the compounds above.
SMILES	V1R ag counter	CHO-K1 Ca antag	OXTR potentiate	CHO-K1 Ca ag	OXTR ag	GPR7 antag	M1 PAM parental	CHO parental Ca	TAAR1 antag
COCCCn1c2nc3ccccc3nc2c2c(=O)n(Cc3cccs3)cnc21	-0.6	·	-7	·	0.1	-18	·	-8	·
CCCOc1ccc(N2C(=O)C3ON(c4ccccc4)C(CCC)C3C2=O)cc1 (stereo unspecified)	0.5	19	-23	0.0	-2.5	-7	-3	-36	-29
N#Cc1nc(-c2ccco2)oc1N1CCN(C(c2ccccc2)c2ccccc2)CC1	-0.1	-16	4	0.1	1.6	-1	15	-5	7

Other compounds:
SMILES	V1R ag counter	CHO-K1 Ca antag	OXTR potentiate	CHO-K1 Ca ag	OXTR ag	GPR7 antag	M1 PAM parental	CHO parental Ca	TAAR1 antag
Cc1cc(Br)ccc1NC(=O)CN(C)C(=O)COc1cccc2c1OC(C)(C)C2	-0.4	-11	-11	1.8	-1.1	·	-14	-23	-28
CC(C)CNc1nc2c(c(=O)n(C)c(=O)n2C)n1Cc1cccc(Br)c1	-0.1	-12	-5	0.6	0.7	-11	16	-22	12
COCCCn1nnnc1SCC(=O)Nc1nc(C)c(C)s1	1.4	11	-8	0.3	0.3	1	-1	-2	-6
Cc1nnc(SCC(=O)Nc2nc(-c3ccc(F)cc3)cs2)[nH]c1=O	-0.3	-3	1	-0.5	-0.4	-10	-1	-6	-3
N#Cc1ccccc1S(=O)(=O)N1CCN(C(=O)c2cc(=O)[nH]c3ccccc23)CC1	-0.6	-10	-9	1.2	-1.2	·	9	-5	18
Nc1cccc(C(=O)c2ccccc2C(=O)O)c1	·	-3	·	0.0	·	·	-15	·	17
CC1(C)CC(=O)C2=C(C1)OC(N)=C(C#N)C2C#Cc1ccccc1 (stereo unspecified)	0.2	-3	-11	0.7	-0.4	-10	14	-10	10
CN(CC(=O)NCC1CCCCC1)CC(=O)Nc1ccc(F)cc1	0.0	-10	-6	0.3	12	·	9	-13	-10
CC(=O)Nc1cccc(NC(=O)c2cc([N+](=O)[O-])ccc2N2CCCCC2)c1	-0.1	-3	-5	0.4	0.3	·	-4	-20	15
CC(C)NC(=O)CCCN1C(=O)c2ccccc2Sc2ncccc21	0.1	-17	-14	-0.1	-0.3	-6	16	-8	-1
Nc1nn(-c2ccccc2)c(N)c1N=Nc1ccccc1	3.0	-6	-10	0.7	-1.9	17	13	-15	9
COC(=O)c1ccc2ccccc2n1	0.6	7	-2	0.1	1.5	·	1	-12	·
Cc1onc(-c2ccccc2)c1C(=O)NC(=S)NNC(=O)c1ccc(O)cc1O	-0.8	0	-2	-1.1	-1.6	-4	8	-12	-10
N#C/C(=C\c1ccc(N2CCOCC2)o1)C(=O)NCCc1ccccc1	19	15	-14	23*	21*	10	-7	12	32
C[C@H](NC(=O)C1CC(=O)N(c2ccc3c(c2)OCCO3)C1)C(=O)N1CCC(C(=O)O)CC1 (stereo partly specified)	-0.2	8	-9	0.2	0.2	-13	-8	-5	-3
CCOC(=O)CSc1nnc(CNC(=O)c2ccc(S(=O)(=O)N(C)C)cc2)n1C	0.6	2	-4	-0.4	1.0	-4	-1	0	1
COc1ccc(-n2c(C)nn(CCOc3ccccc3)c2=O)cc1	0.1	-12	-15	0.1	-0.7	-1	9	-10	-18
O=C(NC(=S)NCc1ccccc1Cl)c1cccs1	1.5	6	-8	-0.6	-0.4	·	-3	-17	-2
Cc1ccc(OCC(O)CN2CCN(c3ccccc3)CC2)cc1 (stereo unspecified)	-0.1	2	-17	0.3	1.5	-2	12	-23	-1
O=C(CN1C(=O)C2CCCCC2C1=O)N1CCN(c2ccc(F)cc2)CC1 (stereo unspecified)	1.7	2	-10	0.4	-0.6	-2	17	-6	8
COc1ccc(OC)c(C2NC(=O)NC(C)=C2C(=O)Nc2ccc(C)cc2)c1 (stereo unspecified)	0.1	-11	1	0.7	-0.1	-3	21	-7	-3
N#CCSc1nc(-c2ccccc2)c2cc(Cl)ccc2n1	0.6	15	-10	2.0	2.9	-7	0	-15	-28
Cc1cc(N=Cc2c(O)ccc3ccccc23)no1	0.0	-13	-3	0.7	-0.1	-16	21	-13	-13
c1ccc(-c2cnc(CN3CCN(c4ccccc4)CC3)o2)cc1	0.5	-11	-7	1.0	-0.7	1	-3	0	-19
Cc1ccc(NC(=O)CN2C(=O)c3ccccc3C2=O)nc1	0.8	-7	-5	4.6	0.8	-9	21	-12	15
CC1(C)CC2(CC(c3ccccc3F)c3cc(Cl)c(O)cc3O2)NC(=S)N1 (stereo unspecified)	-0.2	-6	-4	1.7	-0.4	-16	17	-11	-6
CC1=Nc2ccccc2/C1=C\c1nc(-c2ccccc2)oc1O	5.1	-4	-15	2.1	2.6	-2	1	14	28
Cc1ccccc1Nc1cc(C(=O)NCC2CCCO2)c2ccccc2n1 (stereo unspecified)	-0.1	13	-4	1.6	-0.9	-11	-20	-9	4
COc1cc(C2CC(=O)NC(SCC(=O)Nc3ccccc3C)=C2C#N)ccc1O (stereo unspecified)	4.6	-4	-16	2.3	4.8	8	3	10	7
COc1ccc(-c2nc(CN3CCCC(C(=O)NC4CCCC4)C3)c(C)o2)cc1 (stereo unspecified)	-0.6	-8	-12	-0.1	-0.1	-4	13	-30	2
Nc1nc2ccccc2cc1S(=O)(=O)c1ccccc1	2.3	-7	-9	3.1	2.1	14	6	-14	-16
Cn1cncc1C(=O)c1ccccc1	0.0	-12	-8	1.2	-2.2	-9	-2	-5	-17
COc1ccc(Nc2nc(Cl)nc(N3CCN(c4ccc(OC)cc4)CC3)n2)cc1	2.3	·	1	·	0.8	0	·	7	13
CC(=O)Nc1cccc(/C(C)=N/NC(=O)c2ccc(CN3CCOCC3)cc2)c1	0.5	4	-1	1.5	0.7	3	13	-10	-1
CCOc1cc(C2CC(=O)NC3=C2C(=O)C(C(=O)OC)C(C)C3)cc(Br)c1O (stereo unspecified)	0.3	-3	-7	0.0	-0.1	-11	7	-17	-8
CCOC(=O)N1CCC(NC(=O)CSCc2nc(-c3ccc(OC)cc3)oc2C)CC1	1.8	-13	-6	2.3	-1.2	-19	12	-19	-18
Cc1sc2ncnc(OCC(=O)c3ccc(S(=O)(=O)N4CCCC4)cc3)c2c1C	0.9	-1	-3	2.6	-0.7	4	13	-6	16
Cc1ccc(NC(=O)CSc2nccc(=O)[nH]2)c(S(=O)(=O)N2CCOCC2)c1	0.4	-4	1	0.2	0.0	-2	-1	-10	-6
CC(C)Sc1nc(-c2ccccc2)cc(=O)[nH]1	-0.7	0	-1	-0.1	-1.6	-12	-1	-16	1
CCCCC1=CC2=CC(=O)C(C)(OC(=O)CC)C(=O)C2=CO1 (stereo unspecified)	1.7	12	-3	-0.1	0.6	·	-25	-13	15
NS(=O)(=O)c1ccc(CNC(=O)C(Cc2ccccc2)NS(=O)(=O)c2ccccc2F)cc1 (stereo unspecified)	-1.2	-9	-8	0.5	-0.4	3	18	-1	-1

Bioassay records deposited in PubChem BioAssay by The Scripps Research Institute Molecular Screening Center.
